# BRCA1 expr act – BRCA1 expression activation. AID 624202. Potency, µM (highest dose often 46.1 µM), for the others: at the highest dose activation, hits mostly activators. MCF7-BRCA1-FFLuc reporter, luminescence, 48 h; response scale: scaled: vehicle 0%, 10 µM genistein 100%. 1.1% of 380,000 active; also: nearly all actives have a fitted effect of over 80% in size; some results filed as inactive show a strong effect at the top dose
#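 MCF7 cells carrying a BRCA1-firefly luciferase reporter (2000 cells/well, phenol-red free MEM) were attached for 2 h at 37 °C, then given compounds for 48 h. Luminescence was read 15 min after luciferase reagent; activity normalized to genistein (10 microM) and DMSO.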
# uPA surface inh – inhibitors of cell surface uPA generation | cell surface uPA generation assay, qHTS | AID 540303 | Potency, µM (highest dose often 38.3 µM), without a hit: at the highest dose activity change, negative = inhibition, actives largely listed as inhibitors | 0.31% of 330,000 active; active = well fitted inhibition curve with a large enough effect; inconclusive = small, poorly fitted or top-dose-only effect; inactive = no such curve, though single readings can be large or run the other way; tested in mouse RAW 264.7 cells; also: % is scaled to controls: 0 for no effect and ±100 for the full control effect; nearly all actives have a fitted effect of over 55% in size
# FLuc counter – inhibits or activates purified firefly luciferase, miR-21 counter-screen; P08659; Potency, µM (titrated, usually from 57.5 µM), for the others: top-dose activity change, negative = inhibition, most hits filed as inhibitors; purified FLuc, Km substrates, luminescence inhibition; 6.9% of 360,000 active; AID 588342;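 also: plate controls were vehicle for no effect and reference inhibitor for full effect; nearly all actives have a fitted effect of over 55% in size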
# Target sequence (P08659 whole entry, looked up): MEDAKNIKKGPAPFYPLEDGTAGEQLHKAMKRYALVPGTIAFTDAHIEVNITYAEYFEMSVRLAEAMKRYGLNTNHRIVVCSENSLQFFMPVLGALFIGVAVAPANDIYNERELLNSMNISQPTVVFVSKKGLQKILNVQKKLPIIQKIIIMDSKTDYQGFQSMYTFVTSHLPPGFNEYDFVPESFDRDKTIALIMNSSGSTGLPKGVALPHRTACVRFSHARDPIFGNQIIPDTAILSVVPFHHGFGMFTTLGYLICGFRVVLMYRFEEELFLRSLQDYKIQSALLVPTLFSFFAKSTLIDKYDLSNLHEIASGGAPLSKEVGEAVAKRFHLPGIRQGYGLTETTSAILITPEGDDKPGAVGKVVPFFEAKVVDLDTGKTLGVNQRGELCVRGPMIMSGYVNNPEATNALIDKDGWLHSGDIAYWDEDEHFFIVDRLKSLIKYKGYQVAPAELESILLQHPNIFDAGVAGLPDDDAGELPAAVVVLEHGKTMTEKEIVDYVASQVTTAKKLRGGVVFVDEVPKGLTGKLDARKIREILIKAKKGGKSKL
#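 Purified P. pyralis luciferase, 10 nM final, with Km-level 10 uM D-luciferin and 10 uM ATP in 50 mM Tris acetate pH 7.5, 10 mM Mg acetate, 0.01% Tween-20, 0.05% BSA; 6-point qHTS titration about 60 µM downward; luminescence read.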
# RORgamma inh – blocks mouse ROR gamma transcriptional activity. 5.4% of 310,000 active. Drosophila S2 Gal4-RORgamma UAS-luciferase reporter, 20 h. Potency, µM (titrated, usually from 53.6 µM), inactives show top-dose activity change, negative = inhibition, actives largely listed as inhibitors; also: % is scaled to controls: 0 for no effect and ±100 for the full control effect; nearly all actives have a fitted effect of over 60% in size
# Target sequence (P51450 whole entry, looked up, the tested form may be a part): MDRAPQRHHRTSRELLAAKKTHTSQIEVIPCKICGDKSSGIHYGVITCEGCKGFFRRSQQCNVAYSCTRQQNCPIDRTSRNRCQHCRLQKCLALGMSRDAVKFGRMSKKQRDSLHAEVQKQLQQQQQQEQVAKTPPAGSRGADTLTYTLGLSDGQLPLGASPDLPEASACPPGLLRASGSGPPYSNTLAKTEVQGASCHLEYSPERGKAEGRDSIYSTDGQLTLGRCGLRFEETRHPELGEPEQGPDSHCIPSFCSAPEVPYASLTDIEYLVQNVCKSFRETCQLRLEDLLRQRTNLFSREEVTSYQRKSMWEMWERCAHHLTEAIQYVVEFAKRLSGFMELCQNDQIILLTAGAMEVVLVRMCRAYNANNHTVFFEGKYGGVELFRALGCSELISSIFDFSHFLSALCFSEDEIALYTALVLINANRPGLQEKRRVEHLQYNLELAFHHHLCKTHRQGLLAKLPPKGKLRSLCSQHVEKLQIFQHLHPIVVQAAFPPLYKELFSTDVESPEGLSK
#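 A Gal4/UAS one-hybrid system in insect cells: metallothionein-promoter Gal4–ROR gamma fusion plus Photinus luciferase reporter. Copper sulfate 700 uM final, 20 hr ambient incubation, luminescent detection after 10 min with reagent.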
# Rab9 promoter act – activators of Rab9 promoter; Huh7 Rab9 promoter-luciferase reporter, luminescence, 24 h; Potency, µM (series often up to 9.22 µM), inactives show at the top dose activation, negative = inhibition, most hits filed as activators; 2.8% of 320,000 active; also: % of control where 0% means no effect; nearly all actives have a fitted effect of over 60% in size
#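 Using Huh7 cells stably transfected with Rab9 promoter–luciferase, compounds were incubated 24 h at 37 °C, 5% CO2; luciferase luminescence was read 10 min after reagent addition.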
# ELG1 genotox – genotoxicity induction in ELG1-luciferase HEK293T cells; HEK293T ELG1-luciferase reporter, luminescence, 16 h; Potency, µM (series often up to 46 µM), for inactives: top-dose activity change, positive = activation, usual class: activators; 1.3% of 330,000 active; AID 504466; also: % of control where 0% means no effect; nearly all actives have a fitted effect of over 60% in size
#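 Cells (2,000/well) expressing the ELG1-luciferase fusion are dosed by pin tool and kept 16 hr at 37 °C, 5% CO2. Signal comes from ONE-Glo luciferase reagent after 30 min at room temperature.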
# MLL CXXC-DNA inh – blocks binding of human MLL CXXC domain to DNA; 0.037% of 290,000 active; AID 2662; MLL-CXXC / FITC-HOXA9 DNA fluorescence polarization; Potency, µM (doses to about 115 µM), inactives show at the highest dose activity change, negative = inhibition, actives largely listed as inhibitors; Q03164; active = well fitted inhibition curve with a large enough effect in the polarisation, with a control signal flat, not every such curve was filed as active; inconclusive = small, poorly fitted or top-dose-only effect, or effect the other way, or a change in a side signal; inactive = no such curve, though single readings can be large or run the other way; the % refers to the polarisation
#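 Purified MLL-CXXC (added from a 7 uM solution) was preincubated 5 min at ambient with pinned compounds in 50 mM Tris-HCl pH 7.5, 50 mM NaCl, 1 mM DTT, 0.05% BSA. Fluorescein-labeled HOX-A9 DNA (50 nM solution) followed, 30 min, then polarization read.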
# Gal4-VP16 FLuc – inhibits Gal4-VP16 luciferase reporter, ROR gamma counter-screen | Drosophila S2 Gal4-VP16 UAS-luciferase, luminescence, 20 h | 3.5% of 310,000 active | Potency, µM (titrated, usually from 53.6 µM), without a hit: top-dose activity, negative = inhibition, usual class: inhibitors | AID 2546;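 also: Gal4-VP16 expression switched on by copper sulfate through the metallothionein promoter; % is scaled to controls: 0 for no effect and ±100 for the full control effect; nearly all actives have a fitted effect of over 50% in size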
# MBNL1 CUG block – inhibitors of human MBNL1 binding to CUG repeat RNA | Q9NR56 | TR-FRET MBNL1-His/biotin-(CUG)12 binding, 665/545 ratio | Potency, µM (doses to about 57.5 µM), inactives show at the top dose activity change, negative = inhibition, most hits filed as inhibitors | 0.036% of 280,000 active; active = well fitted inhibition curve with a large enough effect in the signal ratio, with a control signal flat, not every such curve was filed as active; inconclusive = small, poorly fitted or top-dose-only effect, or effect the other way, or a change in a side signal; inactive = no such curve, though single readings can be large or run the other way; the % refers to the signal ratio; also: % is scaled to controls: 0 for no effect and ±100 for the full control effect
#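 Compounds (final 92 nM to 58 uM) are added to His-tagged MBNL1 and biotin-(CUG)12, then terbium anti-His antibody and streptavidin-XL665 (5 nM final). After 60 min at room temperature, the 665/545 nm ratio is read.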
# NPC1 promoter act – activators of NPC1 promoter | 2.4% of 320,000 active | AID 485313 | Potency, µM (doses to about 9.22 µM), without a hit: top-dose activation, actives largely listed as activators | Huh7 NPC1 promoter luciferase reporter, 24 h;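 also: % of control where 0% means no effect; nearly all actives have a fitted effect of over 60% in size; reporter is driven by a mutant NPC1 promoter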
#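 Quantitative HTS used a cell-based reporter: Huh7 cells stably bearing the NPC1 promoter upstream of luciferase were treated with compounds for 24 h, and promoter activation was read as luminescence.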
# p53 reactivation – mutant p53 re-activation in reporter cells; H1299 p53-A138V BP100-luciferase reporter, luminescence, 24 h; Potency, µM (series often up to 92.2 µM), for inactives: at the highest dose activity change, positive = activation, hits mostly activators; 0.063% of 320,000 active; also: % of control where 0% means no effect; nearly all actives have a fitted effect of over 45% in size
#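 p53-null H1299 cells stably carrying temperature-sensitive p53-A138V and a BP100-luciferase reporter were pinned with compounds (4-point, 1:5 series) and held 24 hrs at 37 deg C. Luminescence was read 10 min after detection reagent.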
# Numbers without * were called inactive; ? = inconclusive; · = not tested or not shown; & = joins results of further samples; [ ] = remark or other dose. Unless noted, calls follow the shape of the dose curve; as a rule, active = well fitted curve in the direction sought with a large enough effect; inconclusive = small, poorly fitted or top-dose-only effect, or another doubt; inactive = no such curve, though single readings can be large; an effect the other way counts as inactive or inconclusive. Potency is read from the fitted curve at half-maximal effect.
# Each structure is followed by: BRCA1 expr act | uPA surface inh | FLuc counter | RORgamma inh | Rab9 promoter act | ELG1 genotox | MLL CXXC-DNA inh | Gal4-VP16 FLuc | MBNL1 CUG block | NPC1 promoter act | p53 reactivation
[1] CCS(=O)(=O)Nc1cccc(C2=NN(S(=O)(=O)c3ccccc3)C(c3ccco3)C2)c1 (stereo not given)
  ? | -6% | 2% | 22% | 0% | -3% | -5% | 11% | 7% | 1% | -5%
[2] Cc1oc2ccc(Br)cc2c(=O)c1-c1nn[nH]n1
  -22% | -1% | 4% | -4% | -10% | 13% | -1% | -4%[10 µM] | -3% | -3% | 4%
[3] CCCOc1ccc(C2c3c(oc4ccccc4c3=O)C(=O)N2CCCN2CCOCC2)cc1 (stereo not given)
  28% | 2% | 5% | -1% | -2% | 5% | 12% | 2% | 13% | 0% | -12%
[4] Cc1ccc(N/C=C/C(=O)c2ccccc2)cc1Br
  96% | -26% | 0.6µM* | ? | 3.2µM* | ? | 3% | ? | 3% | 4µM* | ·
[5] CN(C)S(=O)(=O)n1cc(/C=C(\NC(=O)c2ccccc2)C(=O)N2CCCC2)c2ccccc21
  -12% | ? | 2% | 18% | 3% | -5% | 8% | -3% | -1% | -5% | -2%
[6] COCCn1c(SCC(=O)Nc2cc(C)on2)nc2c(c1=O)SC(C)C2 (stereo not given)
  -33% | -2% | 1% | 38% | 3% | 0% | 1% | 5% | -8% | 2% | -1%
[7] CCOC(=O)c1c(S(=O)(=O)NCC(=O)Nc2ccc(C)cc2)c(C)n(C)c1C
  2% | 4% | 1% | -1% | 0% | -5% | 7% | 1% | -6% | -15% | 1%
[8] CCOC(=O)c1ccc(NS(=O)(=O)c2c(C)nc3sccn3c2=O)cc1
  4% | -7% | 2% | ? | 0% | -1% | -12% | -18% | 4% | -2% | ·
[9] O=C(Nc1nc(-c2ccccc2)cs1)C1CCCN(S(=O)(=O)c2cccc([N+](=O)[O-])c2)C1 (stereo not given)
  -44% | 1% | -4% | 0% | 3% | -1% | 23% | -3% | 10% | 0% | 7%
[10] COc1cccc(CN2CCC(n3nccc3NC(=O)CCCc3ccccc3)CC2)c1O
  -4% | 1% | 5% | 29% | 2% | -3% | 20% | -1% | 0% | 0% | 16%
[11] CC1CC(C)CN(S(=O)(=O)c2ccc3c(c2)NC(=O)C(C)C(=O)N3)C1 (stereo not given)
  -13% | 9% | 3% | 21% | 0% | 3% | · | 4% | 7% | -1% | ·
[12] CCOC(=O)Nc1ccc(S(=O)(=O)N2CCC(C)CC2)cc1
  -24% | 3% | -2% | 41% | 1% | -6% | -3% | -5% | -1% | -5% | -5%
[13] CCC(=O)Nc1ccc2nc(C3CC3)n(Cc3ccc(C(C)(C)C)cc3)c(=O)c2c1
  ? | -6% | 1.5µM* | 5% | ? | 1.6µM* | 7% | -24% | 1% | 0.32µM* | 28%
[14] Cc1ccsc1C1C2=C(CCCC2=O)Nc2ncnn21 (stereo not given)
  4% | 6% | 0% | 3%[0.365 µM] | -8% | -4% | 0% | · | -5% | 1% | -1%
[15] CN1C(C(=O)NCc2cccc(C(F)(F)F)c2)CC2Cn3c(nc4cc(Cl)c(Cl)cc43)C21 (stereo not given)
  5% | -1% | -1% | ? | -4% | -4% | -8% | -15% | -4% | -3% | -2%
[16] Cc1ccc(OCC(=O)Nc2ccccc2F)cc1C
  20% | 9% | 9.5µM* | 0% | ? | 10µM* | 34%[activator] | -1% | 3% | 22% | ?
[17] Cc1ccc(NC(=O)CCCNC(=O)c2ccc(Cl)cc2)cc1S(=O)(=O)N1CCCCC1
  1% | 2% | -1% | · | 0% | -7% | · | · | · | -2% | -7%
[18] NC(=O)COC(=O)CSc1cccc2cccc(Cl)c12
  -37% | 2% | -10% | -2% | 3% | 1% | 9% | -3% | · | -6% | 0%
[19] Cc1cc(F)ccc1S(=O)(=O)N1CCCOC1CNC(=O)C(=O)NCCN1CCOCC1 (stereo not given)
  3% | 2% | 0% | -13% | -1% | 1% | 1% | -7% | -3% | 0% | -8%
[20] COC(=O)[C@@]12CCCCN1[C@H](c1ccc(-c3ccc(OC)cc3)cc1)[C@H]1C(=O)N(C)C(=O)[C@H]12
  -14% | -5% | 3% | · | 0% | -8% | · | · | · | 2% | -3%

# New compounds follow.
item	compound	BRCA1 expr act	uPA surface inh	FLuc counter	RORgamma inh	Rab9 promoter act	ELG1 genotox	MLL CXXC-DNA inh	Gal4-VP16 FLuc	MBNL1 CUG block	NPC1 promoter act	p53 reactivation
21	COc1cc(NS(=O)(=O)c2ccc(NC(=O)c3ccc(S(=O)(=O)N4CCCCC4)cc3)cc2)ncn1	-9%	-1%	-17%	11%	-2%	2%	1%	-18%	-4%	-3%	0%
22	Cc1cc(C)c2sc(NC(=O)C3=COCCO3)nc2c1	?	-7%	2.1µM*	0.79µM*	0.45µM*	?	?	5.6µM*	-9%	0.56µM*	19%
23	O=C1NC(=Nc2ccccc2Cl)S/C1=C\c1cccc([N+](=O)[O-])c1	-46%	-2%	-12%	?	0%	-2%	5%	-2%	10%	0%	·
24	CCOC(=O)c1ccc(NC(=O)CCSCCc2ccccn2)cc1	14%	-12%	3%	19%	-9%	14%	3%	7%	4%	-1%	5%
25	CC(C)NC(=O)NC(=O)COC(=O)CCOc1ccccc1	-20%	-2%	2%	3%	18%	-3%	-7%	-6%	0%	3%	3%
26	Cc1nn(-c2ccccc2)c(C)c1/C=N/NC(=O)c1cc(-c2cccc3ccccc23)n[nH]1	-23%	-13%	11µM*	?	-1%	-8%	13%	14%	4%	-2%	14%
27	COc1ccccc1NC(=O)C(=O)NCC1COc2ccccc2O1 (stereo not given)	65%	0%	-8%	32%	0%	0%	1%	9%	-9%	2%	-1%
28	CN1CCN(C(=S)c2cn(Cc3ccccc3F)c3ccccc23)CC1	-1%	-1%	-7%	11µM*	4%	9%	13%	6%	-7%	5%	12%
29	C=C1CC[C@@H]2[C@](C)(CO)[C@H](O)CC[C@@]2(C)[C@@H]1/C=C/C1=CCOC1=O	1%	10%	-2%	-2%&9%	-3%[1.84 µM]	-8%	5%	-3%&-6%	-5%	-4%	-2%
30	CNC(=O)N(c1ccccc1)c1ccccc1	8%	5%	1%	-1%&22%	2%	-1%	0%	-3%&18%	-9%	-4%	·
31	Cc1ccccc1C(=O)Nc1c2c(nn1C(C)(C)C)CS(=O)(=O)C2	6%	0%	4%	7%	0%	-1%	-8%	-2%	-2%	2%	19%
32	CC(NC(=O)c1cc(S(=O)(=O)N(C)C)ccc1Cl)C1CC2CCC1C2 (stereo not given)	-31%	-7%	0%	-17%	-1%	-11%	4%	0%	0%	-6%	-7%
33	COc1ccc(NC(=O)c2cc([N+](=O)[O-])ccc2NC(=O)CNCc2ccccn2)c(OC)c1	-6%	-6%	0%	?	3%	-5%	6%	-16%	?	3%	13%
34	CNC(=O)c1ccc2nc(NC(C)=O)sc2c1	-3%	-17%	-15%	9%	26%	18µM*	7%	-6%[0.365 µM]	?	23%	28%

# An excerpt from above in order of length of the SMILES, ascending.
item	compound	BRCA1 expr act	uPA surface inh	FLuc counter	RORgamma inh	Rab9 promoter act	ELG1 genotox	MLL CXXC-DNA inh	Gal4-VP16 FLuc	MBNL1 CUG block	NPC1 promoter act	p53 reactivation
25	CC(C)NC(=O)NC(=O)COC(=O)CCOc1ccccc1	-20%	-2%	2%	3%	18%	-3%	-7%	-6%	0%	3%	3%
28	CN1CCN(C(=S)c2cn(Cc3ccccc3F)c3ccccc23)CC1	-1%	-1%	-7%	11µM*	4%	9%	13%	6%	-7%	5%	12%
32	CC(NC(=O)c1cc(S(=O)(=O)N(C)C)ccc1Cl)C1CC2CCC1C2 (stereo not given)	-31%	-7%	0%	-17%	-1%	-11%	4%	0%	0%	-6%	-7%
21	COc1cc(NS(=O)(=O)c2ccc(NC(=O)c3ccc(S(=O)(=O)N4CCCCC4)cc3)cc2)ncn1	-9%	-1%	-17%	11%	-2%	2%	1%	-18%	-4%	-3%	0%

# Screening data deposited in PubChem BioAssay by National Center for Advancing Translational Sciences (NCATS).

# These rows are one share of the data; rates above refer to the full screens.
